# BAZ2B block – BAZ2B (human) inhibition; Q9UIF8; AlphaScreen BAZ2B-H3K14Ac peptide displacement; Potency, µM (highest dose often 114 µM), inactives show at the highest dose activity change, negative = inhibition, hits mostly inhibitors; actives 4.4% (n = 360,000); note: potency is the fitted concentration of half-maximal effect; % is set by controls: 0 for no effect and ±100 for the full control effect; nearly all actives have a fitted effect of over 60% in size
#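 Complex of BAZ2B and biotin-H3K14Ac (50 nM apiece) forms over 30 min at RT, then faces library compounds up to 110 uM for another 30 min; AlphaScreen beads added, 20 min dark incubation, luminescence read.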
# PI4K2A block – PI4K2A (human) kinase inhibition | actives 0.13% (n = 420,000) | purified PI4K2A, ADP-Glo luminescence, 1 h; stronger effect = lower value | activity change, negative = inhibition, % at 76.9 µM | Q9BTU6; in the data active = activity change below about -50%; inconclusive = mostly about -30% to -49%;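 note: -100% = wells without enzyme as full effect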
#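 In this quantitative HTS, ADP production by PI4K2A was quantified luminescently after 1 h at ambient temperature; 100 microM adenosine served as plate-quality control.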
# PGK inhibitor – inhibitors of T. brucei phosphoglycerate kinase; Potency, µM (doses to about 57.5 µM), without a hit: top-dose activity change, negative = inhibition, actives largely listed as inhibitors; actives 0.043% (n = 380,000); PGK/GAPDH coupled, Kinase-Glo luminescence, 60 min; P07378; note: potency is the fitted concentration of half-maximal effect; % is set by controls: 0 for no effect and ±100 for the full control effect; nearly all actives have a fitted effect of over 60% in size
#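 Luminescent ATP detection (Kinase-Glo Plus) follows a 60-minute room-temperature incubation, with wells lacking PGK as controls. Buffer: 100 mM TEA (pH 7.6), 5 mM MgCl2, 0.01% Tween-20. Coupling enzyme GAPDH (100 nM final) supplies unstable 1,3-BPG in-well.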
# JMJD2A Tudor inh – inhibitors of human JMJD2A Tudor domain | Potency, µM (series often up to 114 µM), inactives show top-dose activity change, negative = inhibition, usual class: inhibitors | actives 4.4% (n = 390,000) | AlphaScreen JMJD2A-Tudor / H3K4me3 peptide binding | AID 504339; note: potency is the fitted concentration of half-maximal effect; % is set by controls: 0 for no effect and ±100 for the full control effect; nearly all actives have a fitted effect of over 50% in size
# GLS inh – blocks human kidney-isoform glutaminase activity; Potency, µM (highest dose often 45.5 µM), for inactives: at the highest dose activity change, negative = inhibition, hits mostly inhibitors; O94925; GLS enzymatic activity, qHTS titration; actives 0.21% (n = 410,000); note: potency is the fitted concentration of half-maximal effect; % is set by controls: 0 for no effect and ±100 for the full control effect
# Target sequence (O94925 whole entry, looked up, canonical isoform): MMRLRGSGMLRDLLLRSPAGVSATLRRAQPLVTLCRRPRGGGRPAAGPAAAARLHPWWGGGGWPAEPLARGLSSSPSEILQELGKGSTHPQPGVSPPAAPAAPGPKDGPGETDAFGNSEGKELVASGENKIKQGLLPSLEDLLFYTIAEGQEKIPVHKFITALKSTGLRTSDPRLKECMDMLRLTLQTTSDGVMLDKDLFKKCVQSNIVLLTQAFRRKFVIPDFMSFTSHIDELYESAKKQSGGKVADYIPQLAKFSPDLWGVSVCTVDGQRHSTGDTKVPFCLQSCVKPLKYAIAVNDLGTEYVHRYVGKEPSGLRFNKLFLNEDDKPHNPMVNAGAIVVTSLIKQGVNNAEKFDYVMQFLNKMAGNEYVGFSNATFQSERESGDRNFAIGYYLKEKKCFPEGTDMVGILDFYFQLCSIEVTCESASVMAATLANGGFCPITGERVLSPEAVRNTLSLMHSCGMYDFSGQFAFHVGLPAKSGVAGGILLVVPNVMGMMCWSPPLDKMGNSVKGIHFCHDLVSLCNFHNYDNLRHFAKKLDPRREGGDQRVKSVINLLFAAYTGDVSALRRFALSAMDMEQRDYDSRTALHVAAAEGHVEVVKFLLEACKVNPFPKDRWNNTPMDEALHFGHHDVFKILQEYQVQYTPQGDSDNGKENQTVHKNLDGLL
#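 Enzyme dispensed in phosphate buffer (45 mM, pH 8.2, 0.02% Tween-20), compounds pinned in, then 1 mM L-glutamine solution and the glutamate oxidase–HRP–Amplex Red mix added; fluorescence read immediately and again after 30 min at room temperature.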
# POLH inh – DNA polymerase eta (human) inhibition; Potency, µM (titrated, usually from 114 µM), inactives show at the top dose activity change, negative = inhibition, most hits filed as inhibitors; actives 1.2% (n = 390,000); recombinant Pol eta, fluorescent DNA replication assay; Q9Y253; note: potency is the fitted concentration of half-maximal effect; % is set by controls: 0 for no effect and ±100 for the full control effect
#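 Pol eta (10 nM) was preincubated with compounds for 15 min at room temperature, after which fluorescent replication substrate (50 nM final) was added to start the reaction. Fluorescence was read kinetically at 0 and 10 min.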
# Pin1 inhibitor – blocks the human prolyl isomerase Pin1; Q13526; actives 0.009% (n = 390,000); Pin1 FP peptide displacement, HiFluor488, 10 min; AID 504891; Potency, µM (titrated, usually from 115 µM), for the others: at the top dose activity, negative = inhibition, usual class: inhibitors; active = well fitted inhibition curve with a large enough effect in the polarisation, with a control signal flat, not every such curve was filed as active; inconclusive = small, poorly fitted or top-dose-only effect, or effect the other way, or a change in a side signal; inactive = no such curve, though single readings can be large or run the other way; the % refers to the polarisation; note: potency is the fitted concentration of half-maximal effect; % is set by controls: 0 for no effect and ±100 for the full control effect
# Target sequence (Q13526 whole entry, looked up): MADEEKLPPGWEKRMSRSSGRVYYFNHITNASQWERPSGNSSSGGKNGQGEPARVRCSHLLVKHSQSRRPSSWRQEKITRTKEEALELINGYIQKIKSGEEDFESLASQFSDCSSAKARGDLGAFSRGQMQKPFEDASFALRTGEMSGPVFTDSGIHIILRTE
# HP1b chromo inh – HP1-beta chromodomain-methylated histone interaction inhibition | P83916 | AlphaScreen HP1-beta / biotin-H3K9me3 peptide binding | Potency, µM (top dose mostly 114 µM), for inactives: top-dose activity change, negative = inhibition, actives largely listed as inhibitors | actives 0.56% (n = 390,000); note: potency is the fitted concentration of half-maximal effect; nearly all actives have a fitted effect of over 70% in size; inactives centre near 23
# Target sequence (P83916 whole entry, looked up): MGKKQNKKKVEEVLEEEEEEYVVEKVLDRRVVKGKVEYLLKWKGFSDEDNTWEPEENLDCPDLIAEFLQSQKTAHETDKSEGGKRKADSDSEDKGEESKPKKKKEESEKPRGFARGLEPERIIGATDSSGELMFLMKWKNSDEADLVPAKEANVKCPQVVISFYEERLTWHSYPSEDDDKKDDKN
#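 Compound inhibition of the preformed complex between 50 nM HP1-beta and 50 nM biotinylated H3K9me3 peptide was read by AlphaScreen. Buffer was PBS pH 7.4 with 0.01% Tween-20. Incubations ran 30 min at room temperature, with 10 ug/mL donor/acceptor beads.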
# G9a block – G9a (human) methyltransferase inhibition. Q96KQ7. Potency, µM (series often up to 102 µM), for the others: at the highest dose activity, negative = inhibition, actives largely listed as inhibitors. G9a H3K9 monomethylation, AlphaScreen, 2 h. actives 8.8% (n = 350,000); note: potency is the fitted concentration of half-maximal effect; % is set by controls: 0 for no effect and ±100 for the full control effect; nearly all actives have a fitted effect of over 75% in size
#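 AlphaScreen detection with an anti-monomethyl H3K9 antibody quantified product after a 2 h room-temperature reaction containing 500 nM biotinylated H3K9 peptide, 20 µM SAM and 20 nM enzyme, which had been preincubated 15 min with compound.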
# Numbers without * were called inactive; i = inactive; u = inconclusive; x = not tested or not shown; [ ] = dose if it differs, or a comment. Unless noted, calls come from the whole dose curve; as a rule, active = well fitted curve in the direction sought with a large enough effect; inconclusive = small, poorly fitted or top-dose-only effect, or another doubt; inactive = no such curve, though single readings can be large; an effect the other way counts as inactive or inconclusive. This is a subset; count on the stated rates, not on these rows.
SMILES,BAZ2B block,PI4K2A block,PGK inhibitor,JMJD2A Tudor inh,GLS inh,POLH inh,Pin1 inhibitor,HP1b chromo inh,G9a block
CCn1cc(-c2ccccc2)c(C(=O)O)c1-c1ccc(OC)cc1,-9%,-5,-9%,-16%,5%,-14%,-5%,-8%,-11%[2.33 µM]
O=C1CCCC2=C1C(c1ccncc1)Nc1ccccc1N2 (stereo not drawn),6%,4,-2%,2%,18%,-5%,0%,23%,6%
C=CCOc1ccc(/C(O)=C2\C(=O)C(=O)N(CCOC)C2c2cccnc2)cc1 (stereo not drawn),u,-1,-6%[11.5 µM],u,3%,4%,-8%,11%,-24%[12.7 µM]
Cc1ccc(C)c(CN2C(=O)CSc3ccc(C(=O)NCc4ccccc4)cc32)c1,8%,-1,-2%,-5%,6%,-6%,6%,35%,-4%[59 µM]
Cn1c(=O)c2c(ncn2CC(=O)N/N=C/C=C/c2ccccc2[N+](=O)[O-])n(C)c1=O,-21%,0,-2%,-11%,-25%,7%,-1%,30%,x
COc1ccc(CNC(=O)CCNC(=O)c2ccc(C(C)(C)C)cc2)cc1OC,11%,-5,-9%,-3%,2%,-6%,-5%,23%,4%
NS(=O)(=O)c1ccc(NC(=O)CCc2ccccc2)cc1,-2%,-2,-3%,-15%,-1%,-4%,-4%,11%,2%[12.7 µM]
CCCCn1c(-c2csc3c2CCC(C)C3)n[nH]c1=S (stereo not drawn),-7%,6,0%,-27%,u,-15%,-1%,6%,24%[59 µM]
COc1ccccc1NC(=O)CN1C(=O)C2(SCC(=O)N2c2ccc(C)c(C)c2)c2ccccc21 (stereo not drawn),2%[57.1 µM],2,8%,-15%,0%,-14%,38%[activator],33%,-10%[59 µM]
CC(=O)OC(COc1cccc(C)c1)Cn1cnc2ccccc21 (stereo not drawn),-23%,-4,i,-23%,0%,-12%,0%,0%,2%
COc1cccc(C(=O)N2CCC(CCC(=O)Nc3cccc(C)c3)CC2)c1,2%,-7,i,-2%,2%,-16%,1%,30%,1%
COc1cccc(CNC(=O)C2CCN(S(=O)(=O)N3CCC4(CC3)OCCO4)CC2)c1,1%,-4,-9%,5%,7%,-6%,4%,16%,-4%
Cc1ccccc1OCCCC(=O)Nc1nncs1,-4%,-4,-8%,-15%,1%,-11%,6%,63%[activator],x
CC(C)N(C(=O)CSc1nnc(NC2CC2)s1)c1ccccc1,9%,1,3%,-11%,11%,-17%,-3%,25%,-7%[0.501 µM]
COc1ccccc1NC(=O)c1cc(Br)ccc1Cl,7%,-18,-5%,10%,-9%,-6%,0%,44%[activator],27%[59 µM]
CCN(CC)CCOc1nc(C)nc2c1oc1ccccc12,u,-8,-2%,u,12%,-14%,0%,27%,50µM*
CC(C)C[C@H](NC(=O)OC(C)(C)C)c1nnc(SCC(=O)Nc2ccc(Br)cc2)o1,9%,-9,-4%,-27%,-12%,u,u,15%,5%
O=C(Nc1ccc(S(=O)(=O)NCc2cccnc2)cc1)c1ccccc1Cl,-2%,-3,i,-9%[57.1 µM],4%,-9%,-8%,3%,u
CCc1ccccc1NC(=O)CN(C)C(=O)COc1ccc(C)nc1[N+](=O)[O-],-4%,-1,-1%,-6%,7%,-8%,1%,21%,23%[59 µM]
COc1ccc(OC)c(NC(=O)C2CCCCC2)c1,-1%,2,5%,-18%,4%,-14%,17%,38%,-13%[59 µM]

# Record cards, from the list above. Order of screens: BAZ2B block	PI4K2A block	PGK inhibitor	JMJD2A Tudor inh	GLS inh	POLH inh	Pin1 inhibitor	HP1b chromo inh	G9a block
# Shown for `COc1cccc(CNC(=O)C2CCN(S(=O)(=O)N3CCC4(CC3)OCCO4)CC2)c1` → 1%	-4	-9%	5%	7%	-6%	4%	16%	-4%
# Shown for `COc1cccc(C(=O)N2CCC(CCC(=O)Nc3cccc(C)c3)CC2)c1` → 2%	-7	i	-2%	2%	-16%	1%	30%	1%

# Continuation:
SMILES,BAZ2B block,PI4K2A block,PGK inhibitor,JMJD2A Tudor inh,GLS inh,POLH inh,Pin1 inhibitor,HP1b chromo inh,G9a block
COc1cc(C(=O)OCC(=O)c2cc(C)n(CC3CCCO3)c2C)ccc1OCC(=O)N1CCOCC1 (stereo not drawn),x,10,1%,-10%,5%,-13%,-9%,-1%,x
CCN(C(=O)c1cccc(S(=O)(=O)N(C)C)c1)C12CC3CC(CC(C3)C1)C2,-2%,-15,9%,-7%,4%,-1%,1%,44%[activator],-1%
O=C(COc1ccc(Cl)cc1Cl)N(c1ccccn1)C1CCCCC1,17%,-4,1%,33%,-2%,-15%,-4%,108%[activator],4%[59 µM]
O=C(Cn1ncc(Cl)c(Cl)c1=O)NC1CCS(=O)(=O)C1 (stereo not drawn),-12%,-16,-10%,-22%,-2%,u,u,55%[activator],18%[59 µM]
CN1CCC/C1=C/C=C1\SC(=S)NC1=O,u,0,0%,-30%,22%,-3%,u,-15%,10µM*
O=C(OCc1ccccc1)N1C=CC2CC1c1c(Cl)cccc12 (stereo not drawn),x,6,-1%,54%[activator],3%,-9%,5%,91%[activator],x
Cn1nnnc1SCC(=O)NCc1cccs1,0%,0,-7%,-20%,-22%,-4%,4%,4%,3%[59 µM]
O=C(CN1CCN(C/C=C/c2ccccc2)CC1)NC(=O)NC1CCCCC1,-18%,3,-6%,-16%,-4%,-23%,0%,18%,7%
CC(NC(=O)c1ccccc1Cl)C1COc2ccccc2O1 (stereo not drawn),1%,-1,1%,7%,-3%,14%,2%,24%,-5%[59 µM]
COc1ccc(CNC(=O)c2ccc3[nH]c(C)c(C)c3c2)c(OC)c1,u,-4,-7%,u,4%,-2%,5%,-1%,-44%[59 µM]
O=C(NNC(=O)c1ccccc1-n1cccc1)c1ccc(Cl)cc1Cl,-35%,-6,-6%,-15%,27%,-8%,-10%,37%,35%[0.501 µM]
O=C(Nc1ccccc1Br)C(=O)N1CCCC1,9%,6,-7%,6%,-6%,-8%,6%,28%,15%[59 µM]
Cc1ccc(Cl)cc1N1CCN(C(=O)c2ccc3nc[nH]c3c2)CC1,-39%,-2,1%,-19%,3%,u,5%,32%,-11%[59 µM]
Cn1c(=O)c2c(nc(OCC3COC(C)(C)O3)n2Cc2ccccc2F)n(C)c1=O (stereo not drawn),-27%,1,-10%,-6%,-8%,-14%,-1%,33%,-10%[59 µM]
Cc1ccc(C(=O)Nc2ncc([N+](=O)[O-])s2)cc1,-34%,-19,-13%,-30%,-12%,u,15%,33%,-6%
O=C(CSc1nnc(-c2ccc(Br)cc2)o1)N1CCN(C(=O)c2ccco2)CC1,x,3,x,-15%,0%,-6%,-2%,19%,10%[59 µM]
CC1Cc2cc(S(=O)(=O)CCC(=O)NCc3ccccc3Cl)ccc2N1C(=O)C1CC1 (stereo not drawn),-3%,0,2%,11%,2%,2%,-1%,43%,1%[59 µM]
COC(=O)c1ccc(S(=O)(=O)N2CCc3ccccc32)cc1,u,2,-13%,5%,-18%,-18%,-5%,70%[activator],47%
CCN1CCC(=NNC(=O)c2ccc(C)c([N+](=O)[O-])c2)CC1,1%,-4,-5%,-17%,66%[activator],-11%,-9%,44%[activator],u
CCOC(=O)C(=CNNc1c(C)csc1C(=O)OC)C(=O)OCC,-22%,2,3%,-20%,20%,-9%,-5%,43%[activator],8.9µM*
O=C(NNC(=O)c1ccco1)c1ccccc1,-2%,5,-1%,-8%,5%,-7%,0%,47%[activator],0%[59 µM]
O=C(NNC(=O)c1sccc1-n1cccc1)Nc1ccccc1,-29%,-1,-4%,-13%,-13%,-17%,-3%,20%,u
COc1cccc(OC)c1CN(C)C(=O)c1cnccc1C(F)(F)F,1%,-1,0%,-6%,0%,-8%,3%,19%,x
CCCc1nnc(NC(=O)c2cc(=O)c3cc(Cl)ccc3o2)s1,-2%,-1,6%,3%,0%,-2%,0%,46%[activator],1%[59 µM]
O=S(=O)(NCC(c1ccc2c(c1)OCO2)N1CCOCC1)c1ccc(F)cc1 (stereo not drawn),7%,-1,i,-6%,-16%,-6%,-7%,37%,-50%
CCc1cc2c(=O)n(CCCOC)c(SCC(=O)Nc3oc(C)c4c(C)n[nH]c(=O)c34)nc2s1,5%,1,3%,-10%,-12%,-28%,1%,30%,56µM*
Cc1ccc(C2CC(=O)N(c3ccc(F)cc3)C3=C2C(=O)CCC3)cc1 (stereo not drawn),5%,4,-6%,-14%,-7%,-17%,-3%,30%[activator],-40%
O=C(O)CC(NS(=O)(=O)c1ccc(Cl)s1)c1ccccc1 (stereo not drawn),7%[57.1 µM],-1,8%,-10%,18%,-6%,-5%,33%,1%[59 µM]
Cc1nn(C)cc1C(C)NC(=O)c1cc(COc2c(F)cccc2F)on1 (stereo not drawn),-2%,-1,-8%,4%,-1%,-10%,6%,39%,13%
CCn1cnc2cc(NCc3cccs3)ccc21,u,-2,-8%,-32%,-16%,1%,2%,7%,45µM*
Cc1csc(NC(=O)CS(=O)(=O)Cc2ccccc2)n1,-12%,3,-5%,-13%,6%,-2%,14%,30%,x
NC1=NC(=O)/C(=C/c2ccc(OCC(=O)O)cc2)S1,1%,0,3%,2%,-3%,7%,-3%,35%,-9%
Cc1cc(NC(=O)CSCC(=O)Nc2nc3ccc(F)cc3s2)no1,8%,-3,-7%,-11%,0%,2%,-1%,28%,14%[12.7 µM]
CC(C)C[C@@H](CN)NC(=O)c1nc[nH]c1C(=O)N[C@@H](Cc1ccccc1)C(=O)CNC[C@H](C)NC(=O)c1nc[nH]c1C(=O)N[C@@H](CC(C)C)C(=O)O,x,-6,6%,56µM*,7%,-14%,-5%,49%[activator],x
O=C(O)c1cc(NS(=O)(=O)c2ccc(N3CCCCC3)c([N+](=O)[O-])c2)cc(C(=O)O)c1,-1%,-10,-15%,u,11%,u,u,0%,13%[59 µM]
CCC(C)Sc1ccc(-c2nc3ccc(Cl)cn3c2NCc2ccccc2)cc1 (stereo not drawn),x,1,5%,-9%,7%,-20%,5%,150%[activator],x
